CF NFkB block – cystic fibrosis NF-kB activation inhibition | AID 588850 | KKLEB NF-kB-GFP reporter, PAF-induced, GFP fluorescence overnight | inhibition, % at 5 µM | 360,000 compounds, 0.86% hits;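 active = at least 50% inhibition at 5 µM, scaled per plate between neutral and stimulator controls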;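 note: PAF is a Pseudomonas aeruginosa culture filtrate used as stimulus; plate controls were PAF-stimulated DMSO wells for no effect and unstimulated DMSO wells for full effect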
NCOA1 inh – human NCOA1 inhibition; Q15788; HEK293 GAL4-SRC1 luciferase reporter, luminescence; inhibition, % at 3.6 µM; 360,000 compounds, 0.12% hits; AID 588354;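 active = inhibition above the campaign mean plus 3 SD, with each screening campaign given its own cutoff, cut at about 60% in these data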;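 note: 0% = DMSO treated cells and 100% = gossypol at 36 µM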
LRH-1 inv ag – NR5A2 inverse agonism in reporter assay. HEK293T StAR-luciferase reporter, LRH-1 transfected, 24 h. inhibition, % at 3.6 µM. 360,000 compounds, 0.13% hits. AID 602396;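 active = inhibition above the mean inhibition of all tested compounds plus 3 SD, cut at about 73% in these data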;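 note: 0% = DMSO wells and 100% = reporter-only cells lacking LRH-1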
Target sequence (O00482 whole entry, looked up): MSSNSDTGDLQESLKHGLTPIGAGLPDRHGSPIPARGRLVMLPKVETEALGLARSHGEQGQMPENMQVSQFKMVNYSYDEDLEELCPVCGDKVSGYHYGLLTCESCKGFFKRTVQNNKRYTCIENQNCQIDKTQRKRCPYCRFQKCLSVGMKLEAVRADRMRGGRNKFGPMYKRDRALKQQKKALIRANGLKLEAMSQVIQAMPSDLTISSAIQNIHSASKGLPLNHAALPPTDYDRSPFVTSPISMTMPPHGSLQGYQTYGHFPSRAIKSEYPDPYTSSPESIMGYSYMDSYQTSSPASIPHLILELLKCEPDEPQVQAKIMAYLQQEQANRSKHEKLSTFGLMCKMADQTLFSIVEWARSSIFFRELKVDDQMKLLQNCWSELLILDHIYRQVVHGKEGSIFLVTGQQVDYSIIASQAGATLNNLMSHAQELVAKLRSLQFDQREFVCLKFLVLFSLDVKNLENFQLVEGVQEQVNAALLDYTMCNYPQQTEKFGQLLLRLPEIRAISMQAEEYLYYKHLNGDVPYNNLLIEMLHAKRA
TWEAK Fn14 block – TWEAK-Fn14 signaling inhibition; TWEAK-stimulated Fn14 reporter cells, luciferase luminescence, 8 h; inhibition, % at 10 µM; 360,000 compounds, 2% hits; AID 1159606; in the data active = inhibition above about 50%
KKLEB cytotox – CF airway cell cytotoxicity counter-screen; KKLEB CF airway cells viability, ATPlite luminescence, overnight; hits give low values; cells stimulated with P. aeruginosa culture filtrate; activity change (cytotoxicity), % at 5 µM; 360,000 compounds, 0.36% hits;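 active = corrected activity change at or below -50% at 5 µM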
LMP1 NFkB inh – inhibitors of Epstein-Barr LMP1-induced NF-kappaB reporter; LMP1-induced NF-kappaB luciferase reporter cells, luminescence; 350,000 compounds, 0.69% hits; inhibition, % at 12.5 µM; in the data active = inhibition above about 41%;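 note: 0% = neutral control wells and 100% = reference inhibitor control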
Shn3 inh set2 – Schnurri-3 reporter inhibition in Clone20 osteoblasts; Clone20 osteoblast Shn3 3'UTR firefly luciferase, 24 h; inhibition, % at 12.5 µM; 360,000 compounds, 0.52% hits; AID 588674;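 active = mean inhibition of at least 75% with every replicate also reaching 75%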;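 note: 0% = median of neutral control wells and 100% = pilot-screen positive control compound; some compounds past the cut are filed as inactive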
C8 TRAIL sens – caspase-8 TRAIL sensitization; AID 624354; 360,000 compounds, 1% hits; NB7+C8 cells + TRAIL, ATPlite viability luminescence; inhibition (viability loss, TRAIL sensitization), % at 10 µM;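 active = compounds causing at least 50% loss of cell viability in the single-dose screen, relative to plate controls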
TROY signal inh – inhibitors of TROY-dependent NF-kB signaling | Q293 LMP1-TROYcd NF-kB luciferase reporter, 4 h | inhibition, % at 10 µM | 360,000 compounds, 0.98% hits;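 active = compounds whose plate-normalised and pattern-corrected inhibition of the luciferase reporter signal at the single screening dose is 50% or more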
NCOA3 inh – inhibitors of human steroid receptor coactivator 3 (SRC3) | HEK293 GAL4-SRC3 luciferase reporter, luminescence | inhibition, % at 3.6 µM | Q9Y6Q9 | AID 588352 | 360,000 compounds, 0.17% hits;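 active = inhibition above a per-campaign cutoff, the mean of all compounds plus 3 SD, cut at about 60% in these data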;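 note: 0% = DMSO-treated cells and 100% = gossypol-treated cells at 36 µM; higher means less SRC3-driven luciferase light from the GAL4 reporter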
NR2F2 inh – blocks human COUP-TFII nuclear receptor; inhibition, % at 8.6 µM; HEK293T NGFI-A luciferase reporter, luminescence; 370,000 compounds, 0.7% hits; P24468;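 active = inhibition above a per-plate cutoff, mean inhibition of test wells between control levels plus 3 SD, cut at about 38% in these data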;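 note: cells cotransfected with COUP-TFII expression vector driving the NGFI-A reporter; 0% = median of COUP-TF2 test wells and 100% = reporter-only cells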
Target sequence (P24468 whole entry, looked up): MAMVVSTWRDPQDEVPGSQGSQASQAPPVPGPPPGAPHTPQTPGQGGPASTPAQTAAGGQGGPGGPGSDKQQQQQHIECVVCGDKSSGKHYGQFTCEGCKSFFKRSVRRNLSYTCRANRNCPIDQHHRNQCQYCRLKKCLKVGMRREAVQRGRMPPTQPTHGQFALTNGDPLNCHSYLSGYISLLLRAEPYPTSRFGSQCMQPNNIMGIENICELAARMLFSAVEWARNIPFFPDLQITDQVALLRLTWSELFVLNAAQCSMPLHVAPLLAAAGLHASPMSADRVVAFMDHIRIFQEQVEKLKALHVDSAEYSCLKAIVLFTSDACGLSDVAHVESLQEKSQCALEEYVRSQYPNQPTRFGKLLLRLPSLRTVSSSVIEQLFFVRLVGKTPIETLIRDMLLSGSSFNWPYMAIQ
Starred values were filed as active, the others as inactive.

How did CC(C)NC(=O)CSc1nc(Cc2cccs2)nc2ccccc12 do in these assays?
CF NFkB block: 8.5; NCOA1 inh: -3.9; LRH-1 inv ag: 3.8; TWEAK Fn14 block: 8.7; KKLEB cytotox: -1.5; LMP1 NFkB inh: -5.3; Shn3 inh set2: 13.2; C8 TRAIL sens: -8.9; TROY signal inh: -1.7; NCOA3 inh: 19.3; NR2F2 inh: -5.4

Results for O=C1CCCc2nc3c(cc21)C(O)Oc1ccccc1-3 (stereo not drawn) ?
CF NFkB block: 1.6; NCOA1 inh: -15.2; LRH-1 inv ag: 5.8; TWEAK Fn14 block: 18.2; KKLEB cytotox: 7.6; LMP1 NFkB inh: -6.0; Shn3 inh set2: -9.3; C8 TRAIL sens: 5.0; TROY signal inh: 17.4; NCOA3 inh: -7.2; NR2F2 inh: -15.4

How did O=c1c2[nH]c3ccc(F)cc3c2ncn1CCN1CCN(Cc2ccccc2)CC1 do in these assays?
CF NFkB block: -3.1; NCOA1 inh: -3.9; LRH-1 inv ag: 13.2; TWEAK Fn14 block: 3.0; KKLEB cytotox: -14.6; LMP1 NFkB inh: -5.1; Shn3 inh set2: 13.9; C8 TRAIL sens: -8.8; TROY signal inh: 14.2; NCOA3 inh: 1.1; NR2F2 inh: 9.7

What do the screens show for `CN(C)C1=NC[C@H](Cc2ccccc2)N1CC1CCC(C(C)(C)C)CC1` (stereo partly drawn)?
CF NFkB block: -0.5; NCOA1 inh: -2.0; LRH-1 inv ag: 8.1; TWEAK Fn14 block: -3.5; KKLEB cytotox: -0.2; LMP1 NFkB inh: -3.4; Shn3 inh set2: 42.8; C8 TRAIL sens: 16.0; TROY signal inh: -16.6; NCOA3 inh: 19.9

Results for CCS(=O)(=O)c1ncc(Cl)c(C(=O)Nc2ccc(C)cc2)n1 ?
CF NFkB block: 92.4*; NCOA1 inh: -100.3; LRH-1 inv ag: -16.4; TWEAK Fn14 block: 89.8*; KKLEB cytotox: -85.8*; LMP1 NFkB inh: -48.2; Shn3 inh set2: 81.5; C8 TRAIL sens: 84.1*; TROY signal inh: 67.0*; NCOA3 inh: -65.5; NR2F2 inh: -50.0

Results for CC1(C(=O)NS(=O)(=O)c2cccc(OC(F)F)c2)CCN1C(=O)Cc1ccsc1 (stereo not drawn) ?
CF NFkB block: -24.1; NCOA1 inh: 2.1; LRH-1 inv ag: 7.8; TWEAK Fn14 block: 2.1; KKLEB cytotox: -19.8; Shn3 inh set2: 16.5; C8 TRAIL sens: -9.0; TROY signal inh: 1.3; NCOA3 inh: 5.2; NR2F2 inh: 0.4

Results for N#Cc1cnn(-c2nc(SCc3ccccc3)nc3sc4c(c23)CCCC4)c1N ?
CF NFkB block: 3.4; NCOA1 inh: 0.9; LRH-1 inv ag: 3.3; TWEAK Fn14 block: 28.8; KKLEB cytotox: -13.4; LMP1 NFkB inh: -7.0; Shn3 inh set2: -0.1; C8 TRAIL sens: 0.9; TROY signal inh: 12.6; NCOA3 inh: 11.9; NR2F2 inh: 1.6

Results for Cc1cc(C)nc(SCCn2c(N3CC(C)OC(C)C3)nc3c2c(=O)n(C)c(=O)n3C)n1 (stereo not drawn) ?
CF NFkB block: -10.4; NCOA1 inh: -1.6; LRH-1 inv ag: 2.7; TWEAK Fn14 block: 19.1; KKLEB cytotox: 18.8; LMP1 NFkB inh: -1.6; Shn3 inh set2: -8.4; C8 TRAIL sens: -7.2; TROY signal inh: -1.7; NCOA3 inh: -3.5; NR2F2 inh: -0.7

How did Cc1ccc2sc(C)[n+](CCC(C)S(=O)(=O)[O-])c2c1 (stereo not drawn) do in these assays?
CF NFkB block: -10.2; NCOA1 inh: 24.2; LRH-1 inv ag: 7.0; TWEAK Fn14 block: -22.0; KKLEB cytotox: -0.9; LMP1 NFkB inh: 2.3; Shn3 inh set2: -9.2; C8 TRAIL sens: 23.2; TROY signal inh: -18.4; NCOA3 inh: 24.7; NR2F2 inh: 4.5

What do the screens show for `CCn1c(CNC(=O)c2cccc(C)c2)nc2ccccc21`?
CF NFkB block: -5.9; NCOA1 inh: 0.4; LRH-1 inv ag: -15.3; TWEAK Fn14 block: 6.9; KKLEB cytotox: 2.6; LMP1 NFkB inh: -0.5; Shn3 inh set2: 10.1; C8 TRAIL sens: 8.7; TROY signal inh: 8.9; NCOA3 inh: -11.5; NR2F2 inh: 10.8

Results for Cc1[nH]c2ccc(OC(F)(F)F)cc2c1CCN1C(=O)c2ccc(C(=O)O)cc2C1=O ?
CF NFkB block: -18.3; NCOA1 inh: -21.0; LRH-1 inv ag: 9.6; TWEAK Fn14 block: -0.6; KKLEB cytotox: -1.0; LMP1 NFkB inh: -3.9; Shn3 inh set2: -2.9; C8 TRAIL sens: -10.0; TROY signal inh: -6.5; NCOA3 inh: 13.0; NR2F2 inh: 11.7

Results for C=C(C)Cn1c(SCC(=O)N/N=C/c2ccccc2OCC(=O)O)nnc1-c1ccc(Br)cc1 ?
CF NFkB block: -1.3; NCOA1 inh: 3.5; LRH-1 inv ag: -7.3; TWEAK Fn14 block: 0.7; KKLEB cytotox: -2.9; LMP1 NFkB inh: -1.4; Shn3 inh set2: -13.7; C8 TRAIL sens: -6.2; TROY signal inh: -4.2; NCOA3 inh: -16.4; NR2F2 inh: -1.4

What do the screens show for `Clc1ccc(OCc2cnc(Cl)s2)cc1`?
CF NFkB block: 1.2; NCOA1 inh: -36.4; LRH-1 inv ag: -8.8; TWEAK Fn14 block: -28.2; KKLEB cytotox: -1.7; LMP1 NFkB inh: -2.3; Shn3 inh set2: -23.8; C8 TRAIL sens: -0.2; TROY signal inh: -71.3; NCOA3 inh: 0.0; NR2F2 inh: -4.8

How did OC[C@@H]1CN(CCN2CCOCC2)C[C@H](n2cnc3c(NC4CCCC4)ncnc32)O1 do in these assays?
CF NFkB block: 2.8; NCOA1 inh: -7.1; LRH-1 inv ag: 11.8; TWEAK Fn14 block: 14.4; KKLEB cytotox: 0.7; Shn3 inh set2: 14.7; C8 TRAIL sens: -0.9; TROY signal inh: -1.2; NCOA3 inh: -14.4; NR2F2 inh: -3.4

What do the screens show for `COc1ccc(-c2cc(C(F)F)n3ncc(C(=O)N4CCCc5ccccc54)c3n2)cc1`?
CF NFkB block: 17.5; NCOA1 inh: -4.3; LRH-1 inv ag: -1.0; TWEAK Fn14 block: -4.5; KKLEB cytotox: -13.0; LMP1 NFkB inh: -33.5; Shn3 inh set2: -15.0; C8 TRAIL sens: 31.6; TROY signal inh: 20.7; NCOA3 inh: -16.1; NR2F2 inh: -10.1

At a glance, part of the list above.
How did O=c1c2[nH]c3ccc(F)cc3c2ncn1CCN1CCN(Cc2ccccc2)CC1 do in these assays?
CF NFkB block: -3.1; NCOA1 inh: -3.9; LRH-1 inv ag: 13.2; TWEAK Fn14 block: 3.0; KKLEB cytotox: -14.6; LMP1 NFkB inh: -5.1; Shn3 inh set2: 13.9; C8 TRAIL sens: -8.8; TROY signal inh: 14.2; NCOA3 inh: 1.1; NR2F2 inh: 9.7

What do the screens show for `CN(C)C1=NC[C@H](Cc2ccccc2)N1CC1CCC(C(C)(C)C)CC1` (stereo partly drawn)?
CF NFkB block: -0.5; NCOA1 inh: -2.0; LRH-1 inv ag: 8.1; TWEAK Fn14 block: -3.5; KKLEB cytotox: -0.2; LMP1 NFkB inh: -3.4; Shn3 inh set2: 42.8; C8 TRAIL sens: 16.0; TROY signal inh: -16.6; NCOA3 inh: 19.9

More results:
Results for COc1ccc2ccccc2c1CN1CCSCC1 ?
CF NFkB block: -19.1; NCOA1 inh: 8.4; LRH-1 inv ag: -26.8; TWEAK Fn14 block: -10.5; KKLEB cytotox: -4.3; LMP1 NFkB inh: 0.9; Shn3 inh set2: 16.2; C8 TRAIL sens: -9.0; TROY signal inh: -32.2; NCOA3 inh: -5.8; NR2F2 inh: -44.0

How did O=C(Nc1ncc(Cc2cccc(Cl)c2Cl)s1)C1CCCO1 (stereo not drawn) do in these assays?
CF NFkB block: -7.0; NCOA1 inh: -104.5; LRH-1 inv ag: -112.7; TWEAK Fn14 block: -30.3; KKLEB cytotox: 5.1; LMP1 NFkB inh: -34.4; Shn3 inh set2: -107.5; C8 TRAIL sens: -5.3; TROY signal inh: -77.7; NCOA3 inh: -74.5; NR2F2 inh: -49.8

How did CCOC(=O)[C@H]1[C@H]2COc3cc(OC)ccc3[C@@H]2N2C(=O)c3cc(OC)ccc3NC(=O)[C@@]12C do in these assays?
CF NFkB block: -4.5; NCOA1 inh: -4.2; LRH-1 inv ag: 5.5; TWEAK Fn14 block: -17.9; KKLEB cytotox: 6.1; LMP1 NFkB inh: 30.6; Shn3 inh set2: -22.0; C8 TRAIL sens: 8.7; TROY signal inh: 4.0; NCOA3 inh: -4.8; NR2F2 inh: -0.3

Results for CN(C)S(=O)(=O)c1ccc2c(c1)nc(CCC(=O)NCc1ccc(Cl)cc1)n2C ?
CF NFkB block: -10.2; NCOA1 inh: 1.8; LRH-1 inv ag: 11.8; TWEAK Fn14 block: -14.3; KKLEB cytotox: 5.9; LMP1 NFkB inh: 2.5; Shn3 inh set2: 4.7; C8 TRAIL sens: 7.3; TROY signal inh: -18.1; NCOA3 inh: 6.8; NR2F2 inh: 10.8

What do the screens show for `Cc1cccc(C)c1NC(=O)CNC(=O)c1cccc(S(=O)(=O)NCc2cccs2)c1`?
CF NFkB block: -5.7; NCOA1 inh: 1.8; LRH-1 inv ag: -1.0; TWEAK Fn14 block: -3.0; KKLEB cytotox: 4.2; LMP1 NFkB inh: -1.3; Shn3 inh set2: 2.8; C8 TRAIL sens: -17.9; TROY signal inh: 0.0; NCOA3 inh: 11.3; NR2F2 inh: 6.5

Results for COc1ccccc1NC(=O)CN(c1ccccc1OC)S(=O)(=O)c1ccccc1 ?
CF NFkB block: -24.1; NCOA1 inh: 8.8; LRH-1 inv ag: -18.7; TWEAK Fn14 block: 19.3; KKLEB cytotox: 5.3; LMP1 NFkB inh: 1.2; Shn3 inh set2: 23.6; C8 TRAIL sens: 1.4; TROY signal inh: -25.2; NCOA3 inh: -9.6; NR2F2 inh: 6.5

What do the screens show for `Cc1ccccc1NCC(=O)N=Nc1c(O)[nH]c2ccc([N+](=O)[O-])cc12`?
CF NFkB block: -89.5; NCOA1 inh: -20.0; LRH-1 inv ag: -4.8; TWEAK Fn14 block: -15.4; KKLEB cytotox: 1.9; LMP1 NFkB inh: -3.2; Shn3 inh set2: 8.4; C8 TRAIL sens: 5.7; TROY signal inh: 7.2; NCOA3 inh: -4.4; NR2F2 inh: -14.5

Among those listed so far, these have a COOH group.
Results for Cc1[nH]c2ccc(OC(F)(F)F)cc2c1CCN1C(=O)c2ccc(C(=O)O)cc2C1=O ?
CF NFkB block: -18.3; NCOA1 inh: -21.0; LRH-1 inv ag: 9.6; TWEAK Fn14 block: -0.6; KKLEB cytotox: -1.0; LMP1 NFkB inh: -3.9; Shn3 inh set2: -2.9; C8 TRAIL sens: -10.0; TROY signal inh: -6.5; NCOA3 inh: 13.0; NR2F2 inh: 11.7

Results for C=C(C)Cn1c(SCC(=O)N/N=C/c2ccccc2OCC(=O)O)nnc1-c1ccc(Br)cc1 ?
CF NFkB block: -1.3; NCOA1 inh: 3.5; LRH-1 inv ag: -7.3; TWEAK Fn14 block: 0.7; KKLEB cytotox: -2.9; LMP1 NFkB inh: -1.4; Shn3 inh set2: -13.7; C8 TRAIL sens: -6.2; TROY signal inh: -4.2; NCOA3 inh: -16.4; NR2F2 inh: -1.4

Some of the compounds tested, so the mix of outcomes need not match the whole.
